# FUS suppressor – qHTS for Suppressors of FUS Proteinopathy: Primary screen using FUS-linked yeast assay. Potency, µM (doses to about 76.6 µM), without a hit: at the highest dose growth rescue (activation), actives largely listed as activators. 0.24% of 390,000 active. S. cerevisiae FUS-expressing, growth rescue, OD600, 24 h. AID 1347120, 2019;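 note: potency is the fitted concentration of half-maximal effect; plate controls were DMSO vehicle for no effect and reference control for full effect; nearly all actives have a fitted effect of over 55% in size; some results filed as inactive show a strong effect at the top dose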
#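 Yeast FUS proteinopathy model; galactose-induced FUS (2%), starting OD 0.005. Cpds in dilution series, 24hr, 30C, 99% humidity. Abs 600 nm growth. Pos ctrl CP55940 (top 92uM final); neg ctrl DMSO.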
# GLP1R cytotox – qHTS of GLP-1 Receptor Inverse Agonists: Cytotox Screen; HEK293 cAMP-luciferase reporter cells, luminescence, 24 h; Potency, µM (titrated, usually from 38.3 µM), for inactives: at the top dose activity change, negative = inhibition, usual class: inhibitors; 0.13% of 410,000 active;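 note: loss of luciferase light is scored as toxicity; potency is the fitted concentration of half-maximal effect; % is set by controls: 0 for no effect and ±100 for the full control effect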
#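 Step one: seed cells (200 cells/uL, DMEM with 10% Nu serum, 1% pen-strep). Step two: 12-hour incubation at 37 deg C. Step three: pin 23 nL compound, incubate 24 hr. Step four: add luciferase reagent, read luminescence 12 min later.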
# Abeta rescue – qHTS for compounds that reverse cellular toxicity of Amyloid beta (A-beta) peptide in yeast: Primary Screen; yeast expressing A-beta42, growth rescue, OD600, 48 h; response scale: 0% DMSO, 100% iron-clioquinol control; Potency, µM (titrated, usually from 46.1 µM), without a hit: top-dose growth rescue, usual class: activators; 0.063% of 410,000 active; AID 1347071, 2019; note: potency is the fitted concentration of half-maximal effect; nearly all actives have a fitted effect of over 55% in size
#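 Yeast growth medium received pinned compounds, then yeast cells expressing toxic A-beta were added; plates incubated at 30 C for 48 hr. Growth read as absorbance at 600 nm, normalized to DMSO and equimolar FeCl3 plus clioquinol controls.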
# PTHR1 ag – qHTS for PTHR1 Agonists: Primary Screen | 0.075% of 410,000 active | Parathyroid hormone/parathyroid hormone-related peptide receptor (Homo sapiens), Q03431 | Potency, µM (series often up to 115 µM), for inactives: at the highest dose activation, usual class: activators | HEK293 GP2 PTHR1 cells, GloSensor cAMP luminescence, 1 h; note: potency is the fitted concentration of half-maximal effect; nearly all actives have a fitted effect of over 55% in size; some results filed as inactive show a strong effect at the top dose; inactives centre near -15; many of its hits are not listed in these tables
# Target sequence (Q03431 whole entry, looked up): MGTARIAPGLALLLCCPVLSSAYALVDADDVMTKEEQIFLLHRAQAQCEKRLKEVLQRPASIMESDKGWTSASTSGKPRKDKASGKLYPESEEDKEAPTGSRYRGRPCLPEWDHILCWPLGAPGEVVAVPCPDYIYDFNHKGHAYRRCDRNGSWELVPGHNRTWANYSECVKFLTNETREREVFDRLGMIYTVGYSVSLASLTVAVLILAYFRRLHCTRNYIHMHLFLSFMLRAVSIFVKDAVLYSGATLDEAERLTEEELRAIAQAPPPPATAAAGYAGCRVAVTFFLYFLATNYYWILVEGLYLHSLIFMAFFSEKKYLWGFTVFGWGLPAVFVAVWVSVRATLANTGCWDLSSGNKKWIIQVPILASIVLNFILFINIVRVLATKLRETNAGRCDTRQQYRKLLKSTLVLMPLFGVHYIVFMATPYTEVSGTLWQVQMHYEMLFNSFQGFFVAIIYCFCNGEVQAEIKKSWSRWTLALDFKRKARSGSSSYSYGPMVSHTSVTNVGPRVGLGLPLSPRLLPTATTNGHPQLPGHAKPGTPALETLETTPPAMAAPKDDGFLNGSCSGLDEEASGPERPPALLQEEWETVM
#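 HEK-293-derived GP2 cells expressing PTHR1 and a GloSensor cAMP reporter, 3,000/well, plated overnight, given luciferin plus IBMX (each 0.5 mM as added) for 1 h at 37 °C, then compound for 1 h at 37 °C. Luminescence was read after 15 min at room temperature.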
# MmCpn inh – Inhibitors of TCP-1 ring complex (TRiC) of Methanococcus maripaludis (MmCpn): qHTS; purified Mm-Cpn ATPase, ADP Transcreener TR-FRET; Potency, µM (titrated, usually from 76.9 µM), for inactives: at the highest dose activity, negative = inhibition, hits mostly inhibitors; 0.031% of 330,000 active; AID 504842, 2011; note: potency is the fitted concentration of half-maximal effect; % is set by controls: 0 for no effect and ±100 for the full control effect; nearly all actives have a fitted effect of over 80% in size
#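 25 nM Mm-CPN + cpd, 10 min 37°C; + 10 uM ATP, 30 min 37°C; buffer 30 mM Tris pH 7.4, 100 mM KCl, 5 mM MgCl2, 1 mM DTT; Transcreener ADP HTRF detection 30 min RT.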
# TDP-43 yeast inh – qHTS of TDP-43 Inhibitors | TDP-43 expressing yeast growth rescue, BacTiter-Glo, 24 h | Potency, µM (titrated, usually from 46.1 µM), without a hit: at the top dose growth rescue (activation), most hits filed as activators | 1.8% of 410,000 active; note: potency is the fitted concentration of half-maximal effect; % of control where 0% means no effect; nearly all actives have a fitted effect of over 50% in size
#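 In this qHTS, compounds that restore growth of yeast expressing TDP-43 appear as activators. Cells (OD600=0.02, galactose medium, raffinose-pregrown) are incubated with compound 24 hr at 30 deg C and growth is quantified by BacTiter-Glo.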
# aSyn rescue – qHTS of alpha-syn Inhibitors; 0.14% of 370,000 active; Potency, µM (highest dose often 46.1 µM), inactives show at the top dose growth rescue (activation), hits mostly activators; Yeast expressing alpha-synuclein, growth rescue, BacTiter-Glo, 24 h; note: potency is the fitted concentration of half-maximal effect; % of control where 0% means no effect; nearly all actives have a fitted effect of over 65% in size
#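 Rescue of yeast growth: cells expressing toxic alpha-synuclein, induced in galactose at OD600 0.02, incubated with compound 24 h at 30 C. ATP luminescence quantified growth; inhibitors of toxicity appear as activators.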
# GLP1R inv ag – qHTS of GLP-1 Receptor Inverse Agonists (Inhibition Mode) | 1.6% of 410,000 active | Potency, µM (series often up to 38.3 µM), for the others: top-dose activity change, negative = inhibition, usual class: inhibitors | Glucagon-like peptide 1 receptor (Homo sapiens), P43220 | HEK293 GLP-1R CRE-luciferase, luminescence, 24 h; GLP-1R form is constitutively active; note: potency is the fitted concentration of half-maximal effect; % is set by controls: 0 for no effect and ±100 for the full control effect; nearly all actives have a fitted effect of over 55% in size
# Target sequence (P43220 whole entry, looked up): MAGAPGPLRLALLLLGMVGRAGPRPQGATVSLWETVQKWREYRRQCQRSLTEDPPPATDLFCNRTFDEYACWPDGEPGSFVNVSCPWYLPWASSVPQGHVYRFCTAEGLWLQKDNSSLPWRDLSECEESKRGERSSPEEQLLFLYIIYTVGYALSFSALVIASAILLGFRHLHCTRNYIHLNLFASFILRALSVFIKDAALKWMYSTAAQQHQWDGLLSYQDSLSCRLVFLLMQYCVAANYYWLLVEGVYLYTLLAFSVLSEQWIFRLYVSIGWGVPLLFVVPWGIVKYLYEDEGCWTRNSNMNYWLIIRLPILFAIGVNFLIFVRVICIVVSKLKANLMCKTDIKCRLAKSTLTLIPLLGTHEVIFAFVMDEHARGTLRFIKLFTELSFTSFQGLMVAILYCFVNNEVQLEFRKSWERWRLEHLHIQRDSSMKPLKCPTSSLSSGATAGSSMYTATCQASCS
#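 qHTS in 1536-well format: reporter HEK293 cells expressing constitutive GLP-1R activity in DMEM + 10% Nu serum, 24 hr with compounds at 37 deg C, luminescence read after 12 min with detection reagent.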
# pAkt inh – HTS Assay for Inhibitors of Akt Phophorylation: Primary Screen; Neuro2A IGF-stimulated pAkt S473 HTRF, 20 min; active compounds read low; activity change, % for hits at 50 µM; 0.32% of 360,000 active; in the data active = activity change below about -80%; inconclusive = mostly about -51% to -80%; note: % is set by controls: 0 for no effect and ±100 for the full control effect
#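 Single-point screen (50 µM final compound) in Neuro2A cells stimulated 20 min with 6 nM IGF at 37 deg C. After lysis, Ser473-phosphorylated Akt read by HTRF (ex 330 nm, em 615/665 nm) as the 665/615 ratio.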
# * = called active by the depositor; i = inactive; ? = inconclusive; . = not tested or not shown; [ ] = dose if it differs, or a comment. Unless noted, calls come from the whole dose curve; as a rule, active = well fitted curve in the direction sought with a large enough effect; inconclusive = small, poorly fitted or top-dose-only effect, or another doubt; inactive = no such curve, though single readings can be large; an effect the other way counts as inactive or inconclusive.
SMILES,FUS suppressor,GLP1R cytotox,Abeta rescue,PTHR1 ag,MmCpn inh,TDP-43 yeast inh,aSyn rescue,GLP1R inv ag,pAkt inh
CCc1ccc2nc(N(CCCN(C)C)C(=O)c3ccc(S(=O)(=O)N4CCc5ccccc5C4)cc3)sc2c1,?,-19%,7%,-15%,-2%,-11%,-24%,?,i
Cn1cc(Cl)nc1C(O)c1ccccc1 (configuration not stated),18%,5%[1.53 µM],-6%,0%,-4%,-24%,-2%,5%,i
Cc1ccc(S(=O)(=O)NNC(=S)Nc2ccccc2)cc1,7%,-4%,-2%,i,-1%,9%,0%,9%,i
CN(C)c1ccc(/C=C/C(=O)c2cccnc2)cc1,13%,10%,12%,-93%[inhibitor],-6%,-23%[1.82 µM],-1%,-22%,i
O=C(NCCCCc1ccccc1)c1cccc(Br)c1,-2%,7%,7%,-40%[inhibitor],2%,5%,2%,?,i
c1ccc(OCCNc2ccn3nc(-c4ccco4)cc3n2)cc1,17%,0%,19%,-6%,.,16µM*,-9%,12%,i
O=[N+]([O-])c1ccc(N2CCCCC2)cc1NCCOc1ccccc1,-14%,-2%,-7%,-16%,1%,0%,-1%,3%,i
O=C(NC(=S)Nc1cccc2c(O)cccc12)c1cccc(Br)c1,36%,?,?,-18%,1%,?,-4%,?,i
C=CCn1c(SCC(=O)NC2(C)CCS(=O)(=O)C2)nc2ccccc21 (configuration not stated),-18%,-10%,0%,26%,-1%,9%,2%,-10%,i
C[C@]12CCC3C(CC[C@H]4CC(O)CC[C@]34C)C1CC/C2=N/O (some centres not stated),2%,3%,-37%[inhibitor],i,1%,-11%,-2%,70%[activator],i
COCCCNC(=O)CSc1nc2ccccc2c(=O)n1CCc1ccc(S(N)(=O)=O)cc1,20%,-9%,5%,i,-3%,-11%,-1%,-2%,i
COc1ccc(N(CC(=O)NCc2ccccc2OC)S(=O)(=O)c2ccccc2)cc1,27%,20%,1%,-33%[inhibitor],2%,-9%,-1%,?,i
COc1cc(OC)cc(C(=O)Nc2nc(CC(=O)NCc3ccc(F)cc3)cs2)c1,-5%,?,-4%,-19%,-1%,5%,1%,7.1µM*,i
Cc1ccccc1NC(=O)COC(=O)c1ccc2c(c1)OCCO2,2%,-10%,6%,-2%,-2%,-5%,-1%,-5%,i
Cc1cccc(-c2nc3ccccc3c(=O)n2NC(=S)N(C)C)c1,.,7%,0%,-1%,0%,16%,-45%[inhibitor],-6%,i
COC(=O)/C(=C(/F)Sc1cc(C)c(O)c(C)c1)C(F)(F)F,?,14%,-18%,13%[57.5 µM],1%,-1%,-12%,-9%,i
O=C(NNC1OC(CO)C(O)C(O)C1O)c1cccc(Br)c1 (configuration not stated),-7%,-6%,-14%,i,-3%,0%,-5%,12%,i
N#C/C(=C\C=C\c1ccccc1)C(=O)NCc1ccco1,5%,-2%[0.307 µM],12%,-70%[inhibitor],-1%,16%,-2%,5%[0.307 µM],i
Cc1c(C(=O)Nc2cccc(F)c2)sc2nc(-c3cc4ccccc4oc3=O)[nH]c(=O)c12,-24%,1%,-16%,23%,.,22%,.,7%,.
COC(=O)c1cc(C#N)c(SCc2ccccc2)nc1C,.,14%,5%,i,0%,?,7%,-8%,i

# Some of the entries above in another layout:
Molecule	FUS suppressor	GLP1R cytotox	Abeta rescue	PTHR1 ag	MmCpn inh	TDP-43 yeast inh	aSyn rescue	GLP1R inv ag	pAkt inh
O=C(NC(=S)Nc1cccc2c(O)cccc12)c1cccc(Br)c1	36%	?	?	-18%	1%	?	-4%	?	i
C=CCn1c(SCC(=O)NC2(C)CCS(=O)(=O)C2)nc2ccccc21 (configuration not stated)	-18%	-10%	0%	26%	-1%	9%	2%	-10%	i
C[C@]12CCC3C(CC[C@H]4CC(O)CC[C@]34C)C1CC/C2=N/O (some centres not stated)	2%	3%	-37%[inhibitor]	i	1%	-11%	-2%	70%[activator]	i

# Marked active in GLP1R inv ag, of those listed so far:
mol	FUS suppressor	PTHR1 ag	MmCpn inh	TDP-43 yeast inh	GLP1R inv ag	pAkt inh
COc1cc(OC)cc(C(=O)Nc2nc(CC(=O)NCc3ccc(F)cc3)cs2)c1	-5%	-19%	-1%	5%	7.1µM*	i

# Complete entries as entered above:
# Cn1cc(Cl)nc1C(O)c1ccccc1 (configuration not stated) across the screens: FUS suppressor = 18%; GLP1R cytotox = 5%[1.53 µM]; Abeta rescue = -6%; PTHR1 ag = 0%; MmCpn inh = -4%; TDP-43 yeast inh = -24%; aSyn rescue = -2%; GLP1R inv ag = 5%; pAkt inh = i
# O=[N+]([O-])c1ccc(N2CCCCC2)cc1NCCOc1ccccc1 across the screens: FUS suppressor = -14%; GLP1R cytotox = -2%; Abeta rescue = -7%; PTHR1 ag = -16%; MmCpn inh = 1%; TDP-43 yeast inh = 0%; aSyn rescue = -1%; GLP1R inv ag = 3%; pAkt inh = i

# The results go on.
SMILES,FUS suppressor,GLP1R cytotox,Abeta rescue,PTHR1 ag,MmCpn inh,TDP-43 yeast inh,aSyn rescue,GLP1R inv ag,pAkt inh
CCOC(=O)Cn1c(=O)n(Cc2ccco2)c(=O)c2ccc(C(=O)NCCc3ccccc3)cc21,33%,0%,-1%,-11%,?,10%,5%,-16%,i
NC(=O)Cn1cnc(-c2ccccc2)c1,20%,5%,2%,-25%,-2%,9%,-2%,17%,i
CCCCCCCCCCOC(=O)C[N+](C)(C)CC1CCCCC1O (configuration not stated),38%,0%,-31%[inhibitor],17%,-1%,-30%,-3%,-18%,i
CCc1nc2ccc(C(=O)NCCCn3ccnc3)cn2c1N(C)Cc1cccs1,-27%,1%,-11%,-17%,.,1%,-6%,21%,i
Cc1c(N(C)S(=O)(=O)c2cccc(C(=O)NCC3CCCO3)c2)c(=O)n(-c2ccccc2)n1C (configuration not stated),4%,2%,-5%,13%,-2%,-3%,-5%,8%,i
Cc1sc2nc(CSCC(=O)NC3CCCCC3)[nH]c(=O)c2c1C,0%,11%,20%,-22%,-3%,15%,4%,-9%,i
O=C(CSc1nnc(-c2ccccc2)c(-c2ccccc2)n1)NCC1CCCO1 (configuration not stated),20%,7%,-11%,i,-4%,-17%,0%,?,i
Cc1cc(N2CCN(C)CC2)nc2ccc(NC(=S)NCCC(C)C)cc12,-10%,?,-25%,-1%,2%,12%,-5%,?,i
Cc1oc(-c2ccc(Cl)cc2)nc1CS(=O)CC(=O)NCCCN(C)C1CCCCC1 (configuration not stated),24%,-4%,5%,-2%[57.5 µM],.,-9%,-4%,?,i
CCOC(=O)n1c(=O)[nH]c2ccc(Br)cc21,0%,20%,-1%,-18%,3%,-9%,-3%,29%,i
Cc1cc(O)c(C2=Nc3ccccc3SC(c3ccc(Cl)cc3)C2)c(=O)o1 (configuration not stated),.,5%,8%,-7%,0%,-13%,-1%,-28%,i
COc1ccc2oc(C(=O)OCC(=O)Nc3ccc(OC)c(S(N)(=O)=O)c3)c(C)c2c1,23%,4%,-17%,0%,0%,-22%,-5%,9%,i
O=Nc1c(O)[nH]c2ccc(Cl)cc12,-9%,1%,-7%,-38%[inhibitor],0%,3%,-3%,17%,i
Cc1ccc2c(C)c(C(=O)N(C)Cc3ccncn3)oc2c1C,3%,-6%,-8%,i,1%,9%,8%,7%,i
Cc1ccc2nc(Nc3ccc(Br)cc3)nc(-c3ccccc3)c2c1,23%,9%,0%,i,.,13%,.,11%,.
Cc1ccc(Oc2ncccc2CO)cc1,8%,-5%,-8%,i,-5%,-13%,5%,7%,i
CCc1ccc(N=Nc2ccc(O)c3[nH]cnc23)cc1,15%,?,-10%,0%,4%,?,-4%,55%[activator],i
CC(C)CC(C(=O)OCC(=O)N1CCN(c2ccccc2)CC1)N1C(=O)c2ccccc2C1=O (configuration not stated),.,-7%,-2%,-5%,.,12%,13%,?,i
Cc1cc(C)cc(OCC(=O)OCC(=O)c2cc(C)n(C3CC3)c2C)c1,.,-1%,3%,i,0%,6%,?,8%,i
CC1CCN(C(=O)CSc2nnc(N)s2)CC1,2%,-13%,-2%,-17%,1%,-15%,0%,3%,i
Clc1cncc(Cl)c1NNc1c2ccccc2nc2ccccc12,.,197%[activator],-12%,i,-1%,5%,-14%,6%,i
CCOc1ccc2c(c1)OC(c1ccccc1)(C(F)(F)F)NC2=O (configuration not stated),13%,7%,-7%,i,0%,14%,2%,-15%,i
O=C(CCc1nc2ccccc2c(=O)[nH]1)OCC(=O)c1cccc(Cl)c1,.,19%,19%,i,0%,8%,5%,2%,i
COc1ccc(OC)c2c(C)c(C)[nH]c12,-12%,-3%,4%,-12%,-4%,19%,0%,-10%,i
Cc1nc2ccccc2n1CCOc1ccc(F)cc1,-19%,9%,-2%,-39%[inhibitor],0%,4%,-3%,-43%,i
CC(C)Cn1c(=O)c2sccc2n2c(CCCC(=O)NCc3ccccc3Cl)nnc12,-25%,-12%,13%,i,.,15%,.,18%,.

# Screening data as filed in PubChem BioAssay.

# Only part of the results is shown; rates above refer to the full screens.
